MOR-DOR ag – agonists of human mu-delta opioid receptor heterodimerization; cells, OPRM1-OPRD1 heterodimerization, luminescence; activation, % at 9.3 µM; actives 0.3% (n = 340,000); AID 504326; in the data active means activation above about 18%;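 further: 0% = vehicle-treated cells and 100% = reference agonist; values of inactives mirror those of a sister screen read the other way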
V-ATPase pH – alters yeast V-ATPase proton transport | actives 0.37% (n = 350,000) | response, % at 10 µM | S. cerevisiae, pHLuorin cytosolic pH fluorescence; in the data active means response mostly above about 7.3%, no sharp cut-off; inactive means mostly below about 5.4%; further: actives read high; inactives centre near 0; some compounds called inactive have numbers as strong as hits; reference of the scale not given here
CAL-PDZ inh HTS – inhibitors of human CAL PDZ peptide binding | Q9HD26 | inhibition, % at 24.9 µM | actives 0.92% (n = 300,000) | purified CAL PDZ, TMR-peptide fluorescence polarization, 1 h;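 active means mean inhibition of at least 30% with at least half of replicates also reaching 30%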;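 further: 0% = DMSO neutral control and 100% = excess unlabeled competitor peptide PRC23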
Keap1-Nrf2 PPI – Keap1-Nrf2 (human) interaction inhibition | actives 0.15% (n = 340,000) | inhibition, % at 9.4 µM | Keap1 Kelch-Nrf2 peptide fluorescence polarization, 1536-well | AID 504523 | Q14145; in the data active means inhibition above about 12%;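 further: human Keap1 Kelch domain with fluorescein labeled Nrf2 9mer peptide probe; 0% = neutral control wells and 100% = peptide positive control; higher means more block of Keap1 binding to Nrf2 peptide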
Target sequence (Q14145 whole entry, looked up, the tested form may be a part): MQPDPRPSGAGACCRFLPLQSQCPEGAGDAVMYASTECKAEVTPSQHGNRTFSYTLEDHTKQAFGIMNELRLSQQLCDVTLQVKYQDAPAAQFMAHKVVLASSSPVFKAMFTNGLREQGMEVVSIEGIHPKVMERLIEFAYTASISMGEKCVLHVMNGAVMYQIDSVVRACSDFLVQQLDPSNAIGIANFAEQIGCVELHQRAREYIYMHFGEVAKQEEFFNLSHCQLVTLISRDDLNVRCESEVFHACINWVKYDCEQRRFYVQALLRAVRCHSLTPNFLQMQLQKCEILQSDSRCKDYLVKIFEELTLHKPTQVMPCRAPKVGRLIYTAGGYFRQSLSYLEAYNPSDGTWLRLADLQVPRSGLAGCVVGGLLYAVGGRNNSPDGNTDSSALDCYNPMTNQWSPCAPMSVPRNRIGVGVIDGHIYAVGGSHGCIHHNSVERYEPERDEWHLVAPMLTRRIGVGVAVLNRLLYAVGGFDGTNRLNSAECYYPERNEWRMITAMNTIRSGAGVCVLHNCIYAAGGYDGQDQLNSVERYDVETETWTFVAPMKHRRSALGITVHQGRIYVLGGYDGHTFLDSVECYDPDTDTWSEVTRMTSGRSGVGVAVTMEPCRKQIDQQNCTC
OPRM1-OPRD1 inv – mu-delta opioid heterodimer inverse agonism | P35372+P41143 | cell-based MOR-DOR heterodimer luminescence | inhibition, % at 9.3 µM | actives 0.21% (n = 340,000) | AID 504357; in the data active means inhibition above about 22%, passing the limit was not always enough;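 further: 0% = cells with DMSO and 100% = wells without cells with DMSO; values of inactives mirror those of a sister screen read the other way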
HTR5A ag – activates human HTR5A in OPRM1-OPRD1 agonist counter-screen; P47898; HTR5A agonist assay, luminescence, cell-based; activation, % at 9.3 µM; actives 0.61% (n = 340,000); in the data active means activation mostly above about 9.5%, no sharp cut-off; inactive means mostly below about 7.6%;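 further: 0% = cells with vehicle only and 100% = reference agonist; strong numbers were not always called active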
Target sequence (P47898 whole entry, looked up): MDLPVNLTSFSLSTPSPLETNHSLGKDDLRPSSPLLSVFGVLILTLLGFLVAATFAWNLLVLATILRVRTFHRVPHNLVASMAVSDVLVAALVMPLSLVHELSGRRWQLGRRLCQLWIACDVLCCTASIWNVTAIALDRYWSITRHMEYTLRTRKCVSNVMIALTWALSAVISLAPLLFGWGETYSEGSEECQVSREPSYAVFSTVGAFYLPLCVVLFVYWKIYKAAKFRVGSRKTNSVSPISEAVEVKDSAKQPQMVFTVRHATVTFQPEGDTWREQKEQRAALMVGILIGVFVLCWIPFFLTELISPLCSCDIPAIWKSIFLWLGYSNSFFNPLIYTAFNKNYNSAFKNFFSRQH
RTF Ca sens act – cardiac RTF calcium sensitization. IANBD-labeled TnC RTF fluorescence at EC20 calcium; 0% EC20 calcium, 100% full calcium. activation, % at 7.2 µM. actives 0.24% (n = 340,000). P19429+P45379;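 active means activation above the mean over all tested compounds plus 3 SD, cut at about 30% in these data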;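 further: rise in fluorescence read as greater calcium sensitivity of cardiac thin filaments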
LANA DNA inh – inhibitors of KSHV LANA C-terminal domain DNA binding; inhibition, % at 9 µM; MBP-C-LANA/FAM-LBS DNA binding, fluorescence polarization; actives 0.078% (n = 340,000);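 active means highest replicate inhibition at or above 60% at 9 µM, even if other replicates fall short; inactive means all replicates below 60% inhibition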;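 further: 0% = neutral control wells and 100% = 4 µM acridine orange control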
HTR5A inv ag – inverse agonist of human HTR5A in OPRM1-OPRD1 counter-screen | inhibition, % at 9.3 µM | P47898 | actives 0.083% (n = 340,000) | HTR5A cell line, luminescence, inverse agonism; in the data active means inhibition mostly above about 23%, no sharp cut-off; inactive means mostly below about 18%;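 further: 0% = cells with DMSO and 100% = no-cell wells with DMSO; some compounds called inactive have numbers as strong as hits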
RTF Ca sens inh – cardiac RTF calcium desensitization; P19429+P45379; IANBD-labeled cardiac RTF, Ca2+ fluorescence; inhibition, % at 7.15 µM; actives 0.12% (n = 340,000);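 active means inhibition above the mean inhibition of all tested compounds plus 3 SD, cut at about 17% in these data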;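 further: assay run at fixed EC70 calcium of 1.6 mM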
* = called active by the depositor.

`CCc1ccccc1NC1c2ccccc2C(=O)N1c1cccnc1` (stereo unspecified) gave MOR-DOR ag -4.7, V-ATPase pH 0, CAL-PDZ inh HTS 0, Keap1-Nrf2 PPI 1, OPRM1-OPRD1 inv 23, HTR5A ag 1, RTF Ca sens act 1, LANA DNA inh -0.5, HTR5A inv ag -10 and RTF Ca sens inh 4.
Screening O=C1C=CC(=O)N1c1ccccn1 returned MOR-DOR ag -2.5, V-ATPase pH -2, Keap1-Nrf2 PPI 5, OPRM1-OPRD1 inv 13, HTR5A ag -1, RTF Ca sens act -5, LANA DNA inh -0.4, HTR5A inv ag 2 and RTF Ca sens inh -6.
Screening O=C(NC(NCC1CCCO1)C(Cl)(Cl)Cl)c1cccc2ccccc12 (stereo unspecified) returned MOR-DOR ag -0.8, V-ATPase pH 4, CAL-PDZ inh HTS -3, Keap1-Nrf2 PPI 1, OPRM1-OPRD1 inv 4, HTR5A ag 0, RTF Ca sens act 5, LANA DNA inh -0.8, HTR5A inv ag -12 and RTF Ca sens inh -1.
Screening CNC(=O)CSc1nnnn1-c1ccc2c(c1)OCCO2 returned MOR-DOR ag -3.6, V-ATPase pH -4, CAL-PDZ inh HTS 4, Keap1-Nrf2 PPI 5, OPRM1-OPRD1 inv 20, HTR5A ag 7, RTF Ca sens act -5, LANA DNA inh 1.1, HTR5A inv ag 7 and RTF Ca sens inh -5.
Screening O=C1C(=O)N(CCN2CCOCC2)C(c2cccc(Cl)c2)/C1=C(/O)c1ccc2c(c1)OCO2 (stereo unspecified) returned MOR-DOR ag -0.9, V-ATPase pH -2, CAL-PDZ inh HTS -5, Keap1-Nrf2 PPI -2, OPRM1-OPRD1 inv 4, HTR5A ag 7, RTF Ca sens act -3, LANA DNA inh -1.0, HTR5A inv ag -17 and RTF Ca sens inh -2.
Screening CCC1C(=O)C[C@H]2CCN3C(=O)CCCC1C23 (stereo partly specified) returned MOR-DOR ag -1.4, V-ATPase pH 0, CAL-PDZ inh HTS 0, Keap1-Nrf2 PPI -6, OPRM1-OPRD1 inv 7, HTR5A ag 2, RTF Ca sens act 0, LANA DNA inh 1.2, HTR5A inv ag -8 and RTF Ca sens inh -8.
`C=CCOc1ccc(C2/C(=C(/O)c3ccc(OC)cc3)C(=O)C(=O)N2CCN2CCNCC2)cc1` (stereo unspecified) gave MOR-DOR ag -2.9, V-ATPase pH -3, CAL-PDZ inh HTS -14, Keap1-Nrf2 PPI -2, OPRM1-OPRD1 inv 13, HTR5A ag -2, RTF Ca sens act -11, LANA DNA inh -2.4, HTR5A inv ag 7 and RTF Ca sens inh -7.
`Cc1cc(-c2ccccc2)n(-c2ccc(C(N)=O)cc2)n1` gave MOR-DOR ag -2.6, V-ATPase pH 2, CAL-PDZ inh HTS -2, Keap1-Nrf2 PPI 1, OPRM1-OPRD1 inv 14, HTR5A ag -2, RTF Ca sens act -4, LANA DNA inh -0.7, HTR5A inv ag 10 and RTF Ca sens inh -10.
`O=c1[nH]c2ccccc2cc1CN(Cc1ccco1)S(=O)(=O)c1ccc(F)cc1` gave MOR-DOR ag 1.1, V-ATPase pH 2, CAL-PDZ inh HTS 3, Keap1-Nrf2 PPI -4, OPRM1-OPRD1 inv -5, HTR5A ag -2, RTF Ca sens act 1, LANA DNA inh 0.1, HTR5A inv ag 0 and RTF Ca sens inh 1.
`CCc1cccc(C)c1NC(=S)NCCc1c(C)[nH]c2ccc(C)cc12` gave MOR-DOR ag 3.1, V-ATPase pH -2, CAL-PDZ inh HTS 5, Keap1-Nrf2 PPI 0, OPRM1-OPRD1 inv -16, HTR5A ag 14, RTF Ca sens act -2, LANA DNA inh -0.1, HTR5A inv ag -38 and RTF Ca sens inh -1.
For O=[N+]([O-])c1ccc(F)c(N=Cc2ccc(Br)s2)c1 the results were MOR-DOR ag -1.4, V-ATPase pH -3, CAL-PDZ inh HTS -3, Keap1-Nrf2 PPI 4, OPRM1-OPRD1 inv 7, HTR5A ag 1, RTF Ca sens act -1, LANA DNA inh 1.4, HTR5A inv ag -4 and RTF Ca sens inh 3.
CCC(C)c1ccc(OCCn2cc(/C=N/NC(=O)CSc3nnc(C)s3)c3ccccc32)cc1 (stereo unspecified) was read as MOR-DOR ag -1.4, V-ATPase pH 3, CAL-PDZ inh HTS -2, Keap1-Nrf2 PPI -8, OPRM1-OPRD1 inv 9, HTR5A ag 3, RTF Ca sens act 4, LANA DNA inh -3.1, HTR5A inv ag -48 and RTF Ca sens inh -1.
For CCn1c2ccccc2c2nnc(SCC(=O)Nc3ccc4c(c3)OCO4)nc21 the results were MOR-DOR ag 2.0, V-ATPase pH 4, CAL-PDZ inh HTS -5, Keap1-Nrf2 PPI -7, OPRM1-OPRD1 inv -12, HTR5A ag 3, RTF Ca sens act 3, LANA DNA inh 0.6, HTR5A inv ag -8 and RTF Ca sens inh -17.
Screening COc1ccc(C2(O)CCN(C(=O)c3ccc4c(c3)OCO4)CC2)cc1 returned MOR-DOR ag -0.7, V-ATPase pH -3, CAL-PDZ inh HTS 1, Keap1-Nrf2 PPI 0, OPRM1-OPRD1 inv 4, HTR5A ag -2, RTF Ca sens act -2, LANA DNA inh -0.3, HTR5A inv ag -5 and RTF Ca sens inh -3.
For Cc1ccc(NC(=O)N(Cc2cc3cc(C)cc(C)c3[nH]c2=O)CC2COCCO2)cc1 (stereo unspecified) the results were MOR-DOR ag -1.1, V-ATPase pH 3, CAL-PDZ inh HTS -2, Keap1-Nrf2 PPI 4, OPRM1-OPRD1 inv 6, HTR5A ag 1, RTF Ca sens act -5, LANA DNA inh 2.0, HTR5A inv ag 13 and RTF Ca sens inh -8.
O=C(N/N=C/c1cnc(N2CCCCC2)s1)c1ccc(Cl)cc1 was read as MOR-DOR ag -1.4, V-ATPase pH 0, Keap1-Nrf2 PPI -2, OPRM1-OPRD1 inv 7, HTR5A ag 6, RTF Ca sens act 4, LANA DNA inh 0.1, HTR5A inv ag 2 and RTF Ca sens inh -7.
For O=C(CN1C(=O)NC2(CCCCCC2)C1=O)Nc1cccc(F)c1 the results were MOR-DOR ag -3.2, V-ATPase pH 2, CAL-PDZ inh HTS -3, Keap1-Nrf2 PPI 0, OPRM1-OPRD1 inv 13, HTR5A ag -1, RTF Ca sens act 0, LANA DNA inh -1.1, HTR5A inv ag 3 and RTF Ca sens inh -8.
Screening CC(C)c1nnc(NC(=O)C2c3ccccc3Oc3ccccc32)s1 returned MOR-DOR ag 3.9, V-ATPase pH -2, CAL-PDZ inh HTS -2, Keap1-Nrf2 PPI -5, OPRM1-OPRD1 inv -22, HTR5A ag 1, RTF Ca sens act 1, LANA DNA inh -2.2, HTR5A inv ag 4 and RTF Ca sens inh -1.
CN(C)CC(=O)c1c(N)n(Cc2ccccc2)c(=O)n(C)c1=O was read as MOR-DOR ag -1.6, V-ATPase pH -2, CAL-PDZ inh HTS 82*, Keap1-Nrf2 PPI 2, OPRM1-OPRD1 inv 8, HTR5A ag -3, RTF Ca sens act -2, LANA DNA inh 1.7, HTR5A inv ag 7 and RTF Ca sens inh -3.
For Cc1ccccc1N(C(=O)CNC(=O)c1ccco1)C(C(=O)NC1CCCC1)c1ccncc1 (stereo unspecified) the results were MOR-DOR ag 0.3, V-ATPase pH 0, CAL-PDZ inh HTS -1, Keap1-Nrf2 PPI -3, OPRM1-OPRD1 inv -3, HTR5A ag -1, RTF Ca sens act -7, LANA DNA inh -0.7, HTR5A inv ag 3 and RTF Ca sens inh 16.

Quoted at random: two compounds from above, in no set order.
Screening CCC1C(=O)C[C@H]2CCN3C(=O)CCCC1C23 (stereo partly specified) returned MOR-DOR ag -1.4, V-ATPase pH 0, CAL-PDZ inh HTS 0, Keap1-Nrf2 PPI -6, OPRM1-OPRD1 inv 7, HTR5A ag 2, RTF Ca sens act 0, LANA DNA inh 1.2, HTR5A inv ag -8 and RTF Ca sens inh -8.
O=C(N/N=C/c1cnc(N2CCCCC2)s1)c1ccc(Cl)cc1 was read as MOR-DOR ag -1.4, V-ATPase pH 0, Keap1-Nrf2 PPI -2, OPRM1-OPRD1 inv 7, HTR5A ag 6, RTF Ca sens act 4, LANA DNA inh 0.1, HTR5A inv ag 2 and RTF Ca sens inh -7.

(next part)
For O=C(c1ccc(F)cc1)C1CCN(C(=S)NCC2CCCO2)CC1 (stereo unspecified) the results were MOR-DOR ag -0.7, V-ATPase pH -2, Keap1-Nrf2 PPI -5, OPRM1-OPRD1 inv 4, HTR5A ag 2, RTF Ca sens act 3, LANA DNA inh 0.1, HTR5A inv ag -7 and RTF Ca sens inh -3.
Screening O=C(O)Cc1sc(Nc2cccc3ccccc23)nc1-c1ccc(F)cc1 returned MOR-DOR ag 2.6, V-ATPase pH -1, CAL-PDZ inh HTS -4, Keap1-Nrf2 PPI -6, OPRM1-OPRD1 inv -15, HTR5A ag 3, RTF Ca sens act 2, LANA DNA inh -0.7, HTR5A inv ag -10 and RTF Ca sens inh -10.
CC(=O)Nc1cccc(Nc2nc(-c3cccs3)nc3ccccc23)c1 was read as MOR-DOR ag 3.8, V-ATPase pH 0, Keap1-Nrf2 PPI -3, OPRM1-OPRD1 inv -31, HTR5A ag 3, RTF Ca sens act -6, LANA DNA inh 0.6, HTR5A inv ag -29 and RTF Ca sens inh -7.
COC(=O)CNC(=O)CN1C(=O)N(c2cccc(Cl)c2)C(N(O)C(=O)Nc2cccc(Cl)c2)C1(C)C (stereo unspecified) was read as MOR-DOR ag -2.2, V-ATPase pH -2, CAL-PDZ inh HTS 1, Keap1-Nrf2 PPI -4, OPRM1-OPRD1 inv 10, HTR5A ag -4, RTF Ca sens act -3, LANA DNA inh 0.2, HTR5A inv ag 10 and RTF Ca sens inh -7.
O=C1CCc2cc(S(=O)(=O)Nc3ccccc3F)ccc2N1 was read as MOR-DOR ag -2.6, V-ATPase pH 0, Keap1-Nrf2 PPI 1, OPRM1-OPRD1 inv 10, HTR5A ag 3, RTF Ca sens act 4, LANA DNA inh -0.5, HTR5A inv ag 26 and RTF Ca sens inh -3.
O=C(NCCN1CCOCC1)NC1(C(F)(F)F)Oc2ccccc2O1 was read as MOR-DOR ag -0.4, V-ATPase pH 4, CAL-PDZ inh HTS 0, Keap1-Nrf2 PPI 0, OPRM1-OPRD1 inv 2, HTR5A ag 4, RTF Ca sens act 4, LANA DNA inh -1.5, HTR5A inv ag -10 and RTF Ca sens inh 2.
Screening Cc1ccc(S(=O)(=O)N2CCC(C(=O)N[C@H](C(=O)NC3CCS(=O)(=O)C3)C(C)C)CC2)cc1 (stereo partly specified) returned MOR-DOR ag 0.2, V-ATPase pH -4, CAL-PDZ inh HTS -6, Keap1-Nrf2 PPI -1, OPRM1-OPRD1 inv -1, HTR5A ag -8, RTF Ca sens act -1, LANA DNA inh 0.3, HTR5A inv ag 3 and RTF Ca sens inh 8.
`COC(=O)c1nc(N)sc1-c1ccccc1` gave MOR-DOR ag 0.4, V-ATPase pH -3, Keap1-Nrf2 PPI -3, OPRM1-OPRD1 inv -2, HTR5A ag 3, RTF Ca sens act 0, LANA DNA inh -0.5, HTR5A inv ag 3 and RTF Ca sens inh -16.
`Cc1ccc(NC(=O)CN2C(=O)S/C(=C\c3ccc(C(=O)O)cc3)C2=O)cc1` gave MOR-DOR ag -3.7, V-ATPase pH -1, Keap1-Nrf2 PPI -4, OPRM1-OPRD1 inv 19, HTR5A ag 0, RTF Ca sens act -1, LANA DNA inh -1.3, HTR5A inv ag -3 and RTF Ca sens inh -3.

The order is random; about 2.8% have a hit in one of these screens.
